MEKK2 WT-MEK5: raises or lowers MEK5 binding to wildtype human MEKK2 PB1 domain; Q9Y2U5; hit rate 1.1% among 290,000; bead flow cytometry, Alexa488-MEK5 binding to MEKK2 WT; actives lie on both sides; binding response (% of control), % at 10 µM; in the data active = binding response below about 67% or above about 130%
M18AAP inhibitor: blocks P. falciparum M18 aspartyl aminopeptidase. recombinant PfM18AAP, H-Glu-NHMec fluorogenic cleavage. inhibition, % at 7.35 µM. hit rate 1.2% among 290,000. AID 1822;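 active = inhibition above the campaign mean inhibition over all tested compounds plus 3 SD, cut at about 28% in these data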;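 note: 0% = plate median of test compound wells and 100% = 2 mM ZnCl2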
IDE inh: cellular human IDE inhibition | P14735 | HEK cells, FAbetaB cleavage, fluorescence polarization | inhibition, % at 5.59 µM | hit rate 0.41% among 320,000;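 active = percent inhibition above the average of all tested compounds plus 3 SD, set per screening campaign, cut at about 16% in these data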;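 note: IDE supplied by intact live HEK cells; FP after avidin binding of uncleaved biotin substrate so inhibition keeps polarization high; 0% = DMSO wells and 100% = 60 µM reference IDE inhibitor Ii1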
SUMO HTRF inh: inhibitors of human SUMOylation (UBC9); P63279; HTRF SUMOylation assay, SAE1/SAE2 + UBC9, in vitro; inhibition, % at 35 µM; hit rate 0.36% among 290,000; in the data active = inhibition above about 50%, passing the limit was not always enough; note: strong numbers were not always called active
Target sequence (P63279 whole entry, looked up): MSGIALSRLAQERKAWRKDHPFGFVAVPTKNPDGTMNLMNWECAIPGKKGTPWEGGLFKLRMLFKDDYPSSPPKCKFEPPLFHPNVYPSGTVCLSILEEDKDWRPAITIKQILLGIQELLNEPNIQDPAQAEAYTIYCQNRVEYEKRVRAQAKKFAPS
pCIP destab: compounds decreasing mouse p/CIP protein stability | Q05BA5 | F442A p/CIP-EGFP cells, EGFP fluorescence, 16 h | decrease of EGFP signal, % at 10 µM | hit rate 0.01% among 290,000;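 active = EGFP signal decrease of at least 30% at 10 µM or well 3 SD below plate mean, unless failing retest; inactive = the rest, including hits failing retest or dose response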; note: some compounds called inactive have numbers as strong as hits; many of its hits are not listed in these tables
NALP1 yeast inh: inhibitors of NALP1 inflammasome in yeast; S. cerevisiae NALP1/ASC/caspase-1 growth, X-gal OD620, 72 h; inhibition, % at 10 µM; hit rate 0.61% among 280,000; in the data active = inhibition mostly above about 24%, no sharp cut-off; inactive = mostly below about 32%; note: some compounds called inactive have numbers as strong as hits
MEKK3 PB1 HTS: raises or lowers MEK5 binding to the human MEKK3 PB1 domain. binding response (% of control), % at 10 µM. hit rate 1.4% among 290,000. bead-based flow cytometry, Alexa488-MEK5 binding to MEKK3; actives lie on both sides; 0 = blocked by unlabeled MEK5, 100 = vehicle;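 active = binding response more than 3 SD above or below the average of its plate-row segment, actives on both sides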;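 note: Alexa488 bead fluorescence after subtracting the streptavidin-only scavenger bead signal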
Target sequence (Q99759 whole entry, looked up, the tested form may be a part): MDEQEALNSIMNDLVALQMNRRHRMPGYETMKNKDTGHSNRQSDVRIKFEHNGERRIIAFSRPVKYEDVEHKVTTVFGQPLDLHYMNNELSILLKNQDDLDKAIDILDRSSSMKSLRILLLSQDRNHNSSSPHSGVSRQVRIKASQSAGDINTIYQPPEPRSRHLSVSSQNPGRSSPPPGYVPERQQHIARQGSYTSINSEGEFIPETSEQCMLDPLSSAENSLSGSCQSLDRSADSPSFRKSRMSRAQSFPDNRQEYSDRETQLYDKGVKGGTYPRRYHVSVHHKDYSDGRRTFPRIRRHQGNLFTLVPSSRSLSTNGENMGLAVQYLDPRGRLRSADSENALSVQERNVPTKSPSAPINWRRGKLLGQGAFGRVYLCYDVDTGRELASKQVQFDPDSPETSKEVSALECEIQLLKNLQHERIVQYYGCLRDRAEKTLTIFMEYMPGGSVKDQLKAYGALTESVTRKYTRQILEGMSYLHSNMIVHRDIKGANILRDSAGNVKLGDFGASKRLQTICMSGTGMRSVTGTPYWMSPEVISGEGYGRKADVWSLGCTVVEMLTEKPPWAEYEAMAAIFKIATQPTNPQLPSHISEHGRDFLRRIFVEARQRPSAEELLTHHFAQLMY
IDE cell activ: IDE (human) activation, cell-based; activation, % at 5.96 µM; HEK cells, FAbeta-B cleavage, fluorescence polarization; 0% vehicle, 100% cell-free pure enzyme wells; AID 493087; P14735; hit rate 0.073% among 340,000;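 active = activation above the mean of all tested compounds plus 3 SD, set per screening campaign, cut at about 17% in these data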
MEKK2 mut-MEK5: signal of MEK5 binding to mutant human MEKK2 PB1 domain; bead flow cytometry, Alexa488-MEK5 binding to MEKK2 mutant; percent response, % at 10 µM; hit rate 0.35% among 290,000; AID 1530; in the data active = percent response above about 24%, passing the limit was not always enough; note: inactives centre near 1; some results filed as inactive read as strong as hits; reference of the scale not given here
Active calls of the source: *; / = no result given; [ ] = dose if it differs, or a comment.

SMILES | MEKK2 WT-MEK5 | M18AAP inhibitor | IDE inh | SUMO HTRF inh | pCIP destab | NALP1 yeast inh | MEKK3 PB1 HTS | IDE cell activ | MEKK2 mut-MEK5
CCN(Cc1ccccc1)C(=O)Cn1c(=O)n(-c2ccc(OC)cc2OC)c(=O)c2c(C)c(C)sc21 | 90.0 | -1.7 | -1.6 | 10.1 | 2.5 | 0.4 | 107.0 | -1.9 | -9.0
Cc1ccc(NC(=O)C2CCN(S(=O)(=O)c3cnc[nH]3)CC2)cc1C | 97.0 | 2.7 | 3.7 | 5.0 | 2.3 | 20.1 | 97.0 | 0.0 | -1.0
CCN(CCNC(=O)C1CCN(S(=O)(=O)c2cccc3cccnc23)CC1)c1ccccc1 | 114.0 | 9.8 | 4.8 | 14.1 | -22.4 | / | 112.0 | 4.9 | 6.0
CC(C)c1nnc(NC(=O)CCC(=O)N2CCN(c3ccccn3)CC2)s1 | 99.0 | 1.3 | 1.4 | 7.7 | -5.9 | 3.4 | 104.0 | 5.2 | 2.0
Clc1ccc(-c2cc(CSc3ccccc3)on2)cc1 | 93.0 | -7.6 | -3.4 | -17.0 | 3.2 | 1.2 | 91.0 | 5.4 | -2.0
CC(CNC(=O)C(C)C)NC(=O)C(C)C (stereo not drawn) | 108.0 | 0.3 | 4.5 | 23.6 | -19.5 | -6.6 | 107.0 | 0.4 | 3.0
CCOC(=O)CNC(=S)N(Cc1ccccc1F)C1CCCCC1 | 99.0 | -0.2 | -4.8 | -15.5 | 8.1 | -6.5 | 104.0 | 4.9 | -8.0
Cc1[nH]c(=O)[nH]c(=O)c1/C=N/NC(=O)[C@H](C)N | 101.0 | -0.9 | -0.3 | -9.2 | -3.2 | -1.1 | 103.0 | 4.9 | -3.0
CC(C)CC(NC(=O)c1ccccc1)C(=O)OCC(=O)Nc1ccc(S(N)(=O)=O)cc1 (stereo not drawn) | 62.0 | 1.8 | -3.5 | 17.4 | -20.7 | 13.8 | 72.0 | 2.1 | -14.0
Cc1ccc(N2C(=O)CC(N3CCSCC3)C2=O)c(C)c1 (stereo not drawn) | 62.0*[inhibitor] | 3.3 | 7.7 | -30.9 | 3.0 | / | 55.0*[inhibitor] | 6.4 | -14.0
CCN(CC)C(=O)C1CCC(CNS(=O)(=O)c2cccc3cccnc23)CC1 (stereo not drawn) | 114.0 | 4.8 | 3.5 | 10.0 | -5.0 | 9.9 | 115.0 | 1.0 | 6.0
COc1ccc(/C=C/C(=O)NCCn2c(C)cc3ccccc32)cc1OC | 83.0 | 9.5 | 1.4 | -1.3 | -4.7 | 24.1 | 67.0*[inhibitor] | 4.2 | 5.0
NC(=NCc1ccc2c(c1)OCO2)NC(=O)c1ccccc1 | 80.0 | -0.8 | / | 31.8 | -1.9 | 18.0 | 90.0 | 3.7 | 3.0
NNC(=S)Nc1ccc(Cl)cc1 | 97.0 | 12.6 | -1.1 | 15.0 | -11.1 | -25.3 | 97.0 | 7.1 | -7.0
Cc1cc(C(=O)NNc2ccc(C)c(C)c2)no1 | 94.0 | 15.9 | 8.9 | 10.8 | 0.4 | 9.2 | 95.0 | 3.8 | -3.0

Arranged by the number under M18AAP inhibitor (smallest number first): three from the list above
Molecule | MEKK2 WT-MEK5 | M18AAP inhibitor | IDE inh | SUMO HTRF inh | pCIP destab | NALP1 yeast inh | MEKK3 PB1 HTS | IDE cell activ | MEKK2 mut-MEK5
COc1ccc(/C=C/C(=O)NCCn2c(C)cc3ccccc32)cc1OC | 83.0 | 9.5 | 1.4 | -1.3 | -4.7 | 24.1 | 67.0*[inhibitor] | 4.2 | 5.0
CCN(CCNC(=O)C1CCN(S(=O)(=O)c2cccc3cccnc23)CC1)c1ccccc1 | 114.0 | 9.8 | 4.8 | 14.1 | -22.4 | / | 112.0 | 4.9 | 6.0
Cc1cc(C(=O)NNc2ccc(C)c(C)c2)no1 | 94.0 | 15.9 | 8.9 | 10.8 | 0.4 | 9.2 | 95.0 | 3.8 | -3.0

Compound profiles (already shown). Values in the order: MEKK2 WT-MEK5 | M18AAP inhibitor | IDE inh | SUMO HTRF inh | pCIP destab | NALP1 yeast inh | MEKK3 PB1 HTS | IDE cell activ | MEKK2 mut-MEK5
Cc1[nH]c(=O)[nH]c(=O)c1/C=N/NC(=O)[C@H](C)N as listed: 101.0 | -0.9 | -0.3 | -9.2 | -3.2 | -1.1 | 103.0 | 4.9 | -3.0
CC(C)CC(NC(=O)c1ccccc1)C(=O)OCC(=O)Nc1ccc(S(N)(=O)=O)cc1 (stereo not drawn) as listed: 62.0 | 1.8 | -3.5 | 17.4 | -20.7 | 13.8 | 72.0 | 2.1 | -14.0
CCOC(=O)CNC(=S)N(Cc1ccccc1F)C1CCCCC1 as listed: 99.0 | -0.2 | -4.8 | -15.5 | 8.1 | -6.5 | 104.0 | 4.9 | -8.0
CCN(CCNC(=O)C1CCN(S(=O)(=O)c2cccc3cccnc23)CC1)c1ccccc1 as listed: 114.0 | 9.8 | 4.8 | 14.1 | -22.4 | / | 112.0 | 4.9 | 6.0

(further entries)
SMILES | MEKK2 WT-MEK5 | M18AAP inhibitor | IDE inh | SUMO HTRF inh | pCIP destab | NALP1 yeast inh | MEKK3 PB1 HTS | IDE cell activ | MEKK2 mut-MEK5
CCC(=O)Nc1cccc(NC(=S)NC(=O)c2ccccc2)c1 | 114.0 | -3.1 | 0.2 | 10.0 | -18.0 | 24.2 | 95.0 | -3.2 | 2.0
CCCCc1c(C)nc2ccc(Br)cc2c1SC(N)N | 93.0 | -2.0 | / | 16.0 | -9.6 | 8.3 | 95.0 | 3.5 | -1.0
CC1=CC(C)(C)N(C(=O)CSc2nnc(N)s2)c2c(C)cc(C)cc21 | 103.0 | -7.4 | / | 10.2 | -4.1 | 5.6 | 103.0 | -0.4 | 4.0
COc1ccc(NC(=O)CSc2ccc(-c3ccccn3)nn2)cc1OC | 105.0 | 2.5 | 3.1 | -6.2 | 12.3 | 27.9 | 120.0 | -1.0 | 1.0
Cc1cc(N2CCN(C(=O)c3ccco3)CC2)n2nc(-c3cccc(F)c3)cc2n1 | 100.0 | -6.5 | 9.8 | 2.6 | -2.7 | 17.0 | 98.0 | -13.6 | 3.0
CCOC(=O)C1(C(F)(F)F)N=C(C(F)(F)F)Nc2ccc(F)cc21 (stereo not drawn) | 89.0 | -1.0 | 3.8 | -13.1 | -17.2 | 10.4 | 89.0 | 5.6 | -3.0
Cc1ccc(Nc2nc3c(c(=O)[nH]c(=O)n3C)n2Cc2ccc(F)cc2)cc1 | 107.0 | 4.0 | -1.9 | 4.9 | 10.6 | 8.7 | 78.0 | 5.6 | 4.0
CC(C)(Oc1ccc(Cl)cc1)C(=O)N1CCC(C(N)=O)CC1 | 105.0 | -1.3 | 3.4 | -4.4 | -6.5 | 11.2 | 102.0 | 5.0 | 8.0
CCCc1cc(=O)n2[nH]c(NCc3c(F)cccc3Cl)nc2n1 | 103.0 | 0.3 | -0.4 | 9.2 | -13.1 | 9.4 | 103.0 | 2.7 | 16.0
c1ccc(CCn2nnnc2C(c2cccnc2)N2CCN(c3ccccc3)CC2)cc1 (stereo not drawn) | 101.0 | 2.5 | -4.3 | 7.7 | 13.3 | 11.5 | 100.0 | 2.1 | 0.0
C[N+](C)=C1SCC(C)(/C=N/O)S1 (stereo not drawn) | 105.0 | 12.8 | 5.9 | 0.8 | -6.2 | -30.6 | 102.0 | 2.9 | 8.0
CCn1c(C)c(C(C)=O)c(N2CCN(c3ccc(F)cc3)CC2)nc1=S | 112.0 | 1.3 | 1.2 | 8.2 | -1.2 | -15.0 | 106.0 | 1.3 | 8.0
COc1ccc(C(=O)NNC(=S)NC(=O)c2cccnc2)cc1 | 75.0 | 22.1 | 7.5 | 2.3 | -5.1 | -0.9 | 74.0 | 0.8 | -13.0

Shown as a hit in MEKK2 WT-MEK5 (from the list above):
SMILES | MEKK2 WT-MEK5 | M18AAP inhibitor | IDE inh | SUMO HTRF inh | pCIP destab | NALP1 yeast inh | MEKK3 PB1 HTS | IDE cell activ | MEKK2 mut-MEK5
Cc1ccc(N2C(=O)CC(N3CCSCC3)C2=O)c(C)c1 (stereo not drawn) | 62.0*[inhibitor] | 3.3 | 7.7 | -30.9 | 3.0 | / | 55.0*[inhibitor] | 6.4 | -14.0

Only part of the results is shown; the hit share may differ from the screen's.
